esBAF inh = blocks esBAF chromatin remodeling in mouse ES cells; Bmi1-luciferase knock-in reporter, 24 h; 100% = twice the neutral-well signal; reporter increase, % at 12.5 µM; hit rate 2% among 350,000; AID 602393; in the data active = activation above about 40%;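 note: 0% = median of the plate's neutral control wells and 100% = double that signal; a rise in the Bmi1 reporter signal indicates esBAF inhibition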
Statin myotox sup = protects C2C12 myotubes from simvastatin toxicity | hit rate 0.78% among 330,000 | rescue of ATP level, % at 7.49 µM | ATP luminescence, 48 h; scaled: DMSO 0, geranylgeraniol control 100;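 active = mean ATP rescue above about 67%, or every replicate alone reaching that limit, limit read from the data, passing the limit was not always enough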;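 note: myotubes were challenged with 10 µM simvastatin during compound exposure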
ERp5 block = inhibitors of human ERp5; Q15084; ERp5 insulin aggregation, absorbance 650 nm, 90 min; inhibition, % at 9.99 µM; hit rate 0.05% among 350,000; AID 651711;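 active = mean replicate inhibition above about 25%, with every replicate also reaching it, limit read from the data, passing the limit was not always enough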
Target sequence (Q15084 whole entry, looked up): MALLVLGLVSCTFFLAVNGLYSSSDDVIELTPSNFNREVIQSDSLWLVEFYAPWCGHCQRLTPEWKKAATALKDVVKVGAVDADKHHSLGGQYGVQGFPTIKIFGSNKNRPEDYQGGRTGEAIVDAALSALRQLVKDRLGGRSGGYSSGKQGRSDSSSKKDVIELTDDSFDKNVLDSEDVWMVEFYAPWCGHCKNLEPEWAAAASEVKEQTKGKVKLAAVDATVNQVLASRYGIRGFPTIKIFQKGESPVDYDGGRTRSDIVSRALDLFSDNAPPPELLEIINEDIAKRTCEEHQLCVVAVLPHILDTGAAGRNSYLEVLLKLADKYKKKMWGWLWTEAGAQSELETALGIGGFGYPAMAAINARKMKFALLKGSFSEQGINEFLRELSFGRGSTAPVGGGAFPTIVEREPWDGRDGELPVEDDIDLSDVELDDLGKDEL
miR-122 sensor = inhibitors of miR-122 in Huh7 cells. activation (reporter increase), % at 12.5 µM. hit rate 0.3% among 340,000. Huh7 miR-122 Renilla luciferase sensor, 48 h; neutral wells = 0, positive control = 100;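 active = mean replicate activation score at least 90 and every replicate individually at or above 90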;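 note: higher luciferase means less miR-122 activity so hits act as miR-122 inhibitors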
Cneo AK release = causes C. neoformans cell lysis. adenylate kinase release luminescence, 4 h; normalised: neutral wells 0, clomiphene wells 100. lysis activity, % at 15 µM. hit rate 0.2% among 360,000;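 active = mean lysis activity across replicates of at least 80%, whatever share of replicates individually reach that level; inactive = mean lysis activity below 80%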
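Assay system: Cryptococcus neoformans yeast cells / Dosing: single-point compound dose / Timing: 4 h at 37 °C static, read 1 h later / Measured by: luminescence of released adenylate kinase using an AK detection reagent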
ARNT-TACC3 inh = disrupts binding between human ARNT and TACC3; Q9Y6A5; AlphaScreen His-ARNT PAS-B/GST-TACC3 binding, luminescence; TACC3 fragment carries E629A point mutation; inhibition, % at 9.99 µM; hit rate 0.66% among 390,000; AID 623870;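 active = mean inhibition of replicates at least 50% and at least half of replicates each reaching 50%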;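 note: 0% = complete ARNT plus TACC3 wells and 100% = ARNT alone without TACC3; many hits fall short of the cut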
SIRT5 inh = inhibitors of human sirtuin-5 desuccinylase; hit rate 1.1% among 330,000; Purified SirT5, succinyl-peptide AMC, trypsin-coupled fluorescence; inhibition, % at 15 µM; Q9NXA8; in the data active = inhibition above about 15%
Target sequence (Q9NXA8 whole entry, looked up): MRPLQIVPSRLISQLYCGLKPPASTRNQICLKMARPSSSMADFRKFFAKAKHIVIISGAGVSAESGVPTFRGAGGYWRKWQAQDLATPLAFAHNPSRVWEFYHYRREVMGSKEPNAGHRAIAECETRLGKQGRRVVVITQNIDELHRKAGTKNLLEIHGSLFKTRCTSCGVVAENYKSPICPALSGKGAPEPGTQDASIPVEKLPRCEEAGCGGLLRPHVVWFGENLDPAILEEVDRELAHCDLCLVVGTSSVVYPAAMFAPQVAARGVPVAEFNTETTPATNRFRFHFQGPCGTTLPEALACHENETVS
The depositor's hits bear a star; nt = not tested or not shown; [ ] = dose if it differs, or a comment.

No.	smiles	miR-122 sensor	ERp5 block	Statin myotox sup	SIRT5 inh	Cneo AK release	esBAF inh	ARNT-TACC3 inh
1	CC(C)c1ccc2occ(-c3nn[nH]n3)c(=O)c2c1	nt	-3	nt	2	nt	nt	4
2	C[C@H]1CN([C@@H](C)CO)C(=O)c2cccc(NS(=O)(=O)c3ccc(F)cc3)c2O[C@@H]1CN(C)Cc1ccc(C(F)(F)F)cc1	79[16.7 µM]	-2	9	-2	5	-9	-6
3	Cc1cc(OC(C)C(=O)NCc2ccccn2)c2c(C)cc(=O)oc2c1 (stereo not drawn)	0	4	-10	-22	35	-4	12
4	COc1ccc(CNC(=O)C2(CC(=O)NC(C)(C)C)CCCC2)cc1	-4	-5	1	-7	0	-13	-1
5	Cc1ccc(S(=O)(=O)NC(=O)Nc2ccc(C)cn2)cc1	-3	0	3	98*	0	29	-3
6	Cc1noc(C)c1NC(=O)Nc1cccc2c1O[C@H](CN(C)S(=O)(=O)c1ccc(F)cc1)[C@@H](C)CN([C@@H](C)CO)C2=O	-4[16.7 µM]	5	19	7	-7	2	-6
7	CCOC(=O)C1CCCN(c2c(NCCN(C)Cc3ccccc3)c(=O)c2=O)C1 (stereo not drawn)	-6	1	-4	3	6	1	-2
8	Cc1nc(C)c(-c2csc(Nc3cccc(O)c3)n2)s1	nt	-2	nt	0	nt	nt	-2
9	C/C(=N\Nc1nc(-c2cc(C)ccc2C)cs1)c1cc2c(ccc3ccccc32)oc1=O	nt	3	nt	-2	nt	nt	8
10	COc1cnc(-c2cccc(C(F)(F)F)c2)c(NC(=O)c2cc3ccccc3s2)n1	6	-4	23	1	0	-3	nt
11	COc1ccccc1-c1ccc2n(c1=O)C[C@@H]1[C@@H](CO)[C@H](C(=O)NC3CCC3)N(C(C)=O)[C@H]21	-2[16.7 µM]	-2	4	-24	-4	-2	0
12	CCOC(=O)c1c(NC(=O)CSc2n[nH]c(N)n2)sc(CC)c1C	nt	nt	-1	nt	0	-13	6
13	O=C(Nc1ccc(N2CCN(Cc3ccccc3)CC2)cc1)c1ncn[nH]1	2	nt	-2	nt	1	11	5
14	C[C@@H]1CCCCO[C@@H](CN(C)CC2CCCCC2)[C@H](C)CN([C@@H](C)CO)C(=O)c2cc(NC(=O)CCCCCC(=O)Nc3ccccc3N)ccc2O1	-12[16.7 µM]	-1	nt	8	3	9	8
15	CC(=O)c1cc(-c2ccccc2)n(CC(=O)NC2CCCC2)c1C	-3	nt	12	nt	3	-4	-6
16	O=C(N/N=C/c1ccc(O)c([N+](=O)[O-])c1)C(O)(c1ccccc1)c1ccccc1	nt	-4	1	2	6	0	-2
17	CCCCn1c(N)c(N(Cc2ccccc2OC)C(=O)C2=COCCO2)c(=O)[nH]c1=O	-4	-3	nt	0	nt	nt	-2
18	CC(=O)N1CCN(C(=O)c2cc(C)nc3ccccc23)CC1	nt	-1	nt	-4	nt	nt	-3
19	Cc1ccc(-c2ccc(S(=O)(=O)Nc3cccnc3)cc2)cc1	8	4	4	-2	-1	-7	3
20	CO[C@@H]1CN(C)C(=O)c2ccc(NC(=O)C3CCCC3)cc2OC[C@@H](C)N(C)C[C@H]1C	0[16.7 µM]	1	-13	3	2	1	-7
21	CCc1cc2c(cc3c(=O)n(CC(=O)NCCCN4CC(C)CC(C)C4)ncn32)s1 (stereo not drawn)	nt	-6	-27	0	0	-3	-6
22	CCOC(=O)N1CCN(C(=O)c2cc(COc3cccc(C(C)=O)c3)on2)CC1	-2	-5	-10	-1	0	42*	0
23	Cc1ccccc1S(=O)(=O)N(C)C[C@@H]1OCc2ccccc2-c2ccccc2C(=O)N([C@H](C)CO)C[C@@H]1C	nt	-4	-36	5	1	-1	-3
24	CC(C)(C)c1ccc(S(=O)(=O)Nc2noc3ccccc23)cc1	18	10	18	0	5	0	-13
25	CNC[C@H]1Oc2ccc(NC(=O)C3CCCCC3)cc2CC(=O)N([C@@H](C)CO)C[C@H]1C	-2[16.7 µM]	7	16	-2	1	-3	-2
26	CC(=O)c1ccc(NC(=O)c2sc3nc4n(c(=O)c3c2C)CCCCC4)cc1	-6	2	-46	2	0	56*	12
27	CCn1c(SCC(=O)N2CCCCC2C)nc2ccsc2c1=O (stereo not drawn)	-20	nt	8	nt	1	6	-4
28	Cc1cc(C)cc(N2CC(C(=O)Nc3cc(C)on3)CC2=O)c1 (stereo not drawn)	0	-2	1	2	3	-12	10
29	CCC(C)(C)NC(=O)c1sccc1Oc1ccc(F)cc1[N+](=O)[O-]	nt	-7	nt	-8	nt	nt	6
30	CC(=O)Nc1ccc(NC(=O)CN2CCN(c3ccccn3)CC2)cc1	nt	-6	2	-3	0	4	-9
31	CCN(C[C@H]1N[C@@](Cc2ccccc2)(C(=O)OC)[C@H]2C(=O)N(Cc3ccccc3)C(=O)[C@@H]12)C(=O)c1ccc(F)cc1	-6	2	17	-3	2	1	-2
32	NS(=O)(=O)c1ccc(N2N=C(c3ccccc3)CC2c2cccc(Br)c2)cc1 (stereo not drawn)	-3	1	16	-1	7	-2	-12

Marked active in SIRT5 inh, of those listed so far:
no. | SMILES | miR-122 sensor | ERp5 block | SIRT5 inh | esBAF inh | ARNT-TACC3 inh
5 | Cc1ccc(S(=O)(=O)NC(=O)Nc2ccc(C)cn2)cc1 | -3 | 0 | 98* | 29 | -3

(listing goes on)
No.	smiles	miR-122 sensor	ERp5 block	Statin myotox sup	SIRT5 inh	Cneo AK release	esBAF inh	ARNT-TACC3 inh
33	C[C@H](CO)N1C[C@H](C)[C@@H](CN(C)S(=O)(=O)c2cccc(F)c2)Oc2ncc(-c3cccc(F)c3)cc2C1=O	0[16.7 µM]	-2	7	4	-11	nt	5
34	Cc1ccc(S(=O)(=O)Nc2ccc(Nc3nccn4c(-c5ccc6ccccc6c5)cnc34)cc2)cc1	-9	0	11	nt	5	18	nt
35	CCOc1ccc(S(=O)(=O)N2CCC(C(=O)Nc3cccc(NC(C)=O)c3)CC2)cc1	-1	5	0	4	-2	-5	3
36	CC1=C(CC(=O)O)c2cc(F)ccc2C1=Cc1ccc(S(C)(=O)=O)cc1	-1	6	1	-5	0	4	0
37	CC(=O)c1sc(NC(=O)c2ccco2)nc1-c1ccccc1	4	nt	11	nt	0	62*	2
38	Nc1nc(-c2ccc(Cl)cc2)nn1C(=O)c1cccs1	1	-1	2	-2	-1	1	-3
39	COC(=O)CN(c1ccccc1F)S(=O)(=O)c1ccccc1	-1	nt	5	nt	-1	-3	-4
40	CCOc1ccc(-n2nnc3c(=O)n(CC(=O)NCc4ccco4)cnc32)cc1	13	3	12	-7	0	-2	-1
41	c1ccc(CN2CCOCCOCCOCC2)cc1	nt	-3	nt	-2	nt	nt	-7
42	COc1ccccc1-n1c(SC(C)C(=O)NCC2CCCO2)nc2cc(Cl)ccc2c1=O (stereo not drawn)	nt	3	nt	1	nt	nt	2
43	O=C(NNC(=O)c1cccc(S(=O)(=O)Nc2ccccc2F)c1)c1ccncc1	5	1	-8	18*	9	1	nt
44	C[C@@H]1CN([C@H](C)CO)S(=O)(=O)c2ccc(C#Cc3cccnc3)cc2O[C@H]1CN(C)C(=O)Nc1ccc2c(c1)OCO2	80[16.7 µM]	0	-7	4	0	-11	-9
45	NC(=O)COc1ccccc1/C=C1/SC(=O)N(CC(=O)N2CCc3ccccc3C2)C1=O	-3	0	nt	1	-1	nt	2
46	CCOC(=O)C(=O)NCc1ccc(/C=C2/N=C(C)C(C(=O)OCC)=C2O)o1	nt	-2	nt	4	nt	nt	2
47	CC(=O)Nc1cccc(NC(=O)C2CC(=O)N(CCc3ccc(F)cc3)C2)c1 (stereo not drawn)	1	-1	-3	2	1	-4	12
48	CC(c1ccccc1)C1C(C#N)=C(N)OC2=C1C(=O)CC(C)(C)C2 (stereo not drawn)	13	nt	-2	nt	1	5	4
49	Cc1cc(CN(C)C(=O)C2CCC(=O)N(CCc3cccc(F)c3)C2)on1 (stereo not drawn)	-1	-2	-4	-6	1	8	-9
50	CCN(CC)C(=O)CSc1nc2c(sc(=S)n2-c2ccccc2)c(=O)n1-c1ccccc1OC	-10	-3	13	4	-2	-8	nt
51	O=C(CSc1nc2sccc2c(=O)[nH]1)N1CCN(c2ccccc2)CC1	nt	-2	0	0	-1	-8	2
52	Cc1cc(N(C)C)nc(SC(C)C)n1	6	nt	-7	nt	-1	-11	-10
53	COc1ccc(C(CNC(=O)c2oc3ccc(OC)cc3c2C)N2CCCC2)cc1 (stereo not drawn)	nt	-1	15	-3	2	-7	6
54	COc1ccc(C(=O)CSc2nc(C)cc(=O)[nH]2)cc1	-4	nt	3	nt	0	nt	0
55	COC(=O)C[C@@H]1C[C@@H]2c3cc(N)ccc3O[C@@H]2[C@@H](CO)O1	1[16.7 µM]	1	3	0	3	1	9
56	COc1ccc(OC)c(CNC(=O)CCNC(=O)Cn2ccc3ccccc3c2=O)c1	1	nt	20	nt	1	-7	-5

Molecules from the list above with an aryl methoxy group:
No.	smiles	miR-122 sensor	ERp5 block	Statin myotox sup	SIRT5 inh	Cneo AK release	esBAF inh	ARNT-TACC3 inh
4	COc1ccc(CNC(=O)C2(CC(=O)NC(C)(C)C)CCCC2)cc1	-4	-5	1	-7	0	-13	-1
10	COc1cnc(-c2cccc(C(F)(F)F)c2)c(NC(=O)c2cc3ccccc3s2)n1	6	-4	23	1	0	-3	nt
11	COc1ccccc1-c1ccc2n(c1=O)C[C@@H]1[C@@H](CO)[C@H](C(=O)NC3CCC3)N(C(C)=O)[C@H]21	-2[16.7 µM]	-2	4	-24	-4	-2	0
17	CCCCn1c(N)c(N(Cc2ccccc2OC)C(=O)C2=COCCO2)c(=O)[nH]c1=O	-4	-3	nt	0	nt	nt	-2
42	COc1ccccc1-n1c(SC(C)C(=O)NCC2CCCO2)nc2cc(Cl)ccc2c1=O (stereo not drawn)	nt	3	nt	1	nt	nt	2
50	CCN(CC)C(=O)CSc1nc2c(sc(=S)n2-c2ccccc2)c(=O)n1-c1ccccc1OC	-10	-3	13	4	-2	-8	nt
53	COc1ccc(C(CNC(=O)c2oc3ccc(OC)cc3c2C)N2CCCC2)cc1 (stereo not drawn)	nt	-1	15	-3	2	-7	6
54	COc1ccc(C(=O)CSc2nc(C)cc(=O)[nH]2)cc1	-4	nt	3	nt	0	nt	0
56	COc1ccc(OC)c(CNC(=O)CCNC(=O)Cn2ccc3ccccc3c2=O)c1	1	nt	20	nt	1	-7	-5
